# BRCA1 expr act = BRCA1 expression activation. Potency, µM (top dose mostly 46.1 µM), for inactives: top-dose activation, hits mostly activators. MCF7-BRCA1-FFLuc reporter, luminescence, 48 h; response scale: scaled: vehicle 0%, 10 µM genistein 100%. AID 624202. 380,000 tested, 1.1% active; further: potency means the concentration at half of the fitted maximal effect; nearly all actives have a fitted effect of over 80% in size; some results filed as inactive show a strong effect at the top dose
#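 MCF7 cells carrying a BRCA1-firefly luciferase reporter (2000 cells/well, phenol-red free MEM) were attached for 2 h at 37 °C, then given compounds for 48 h. Luminescence was read 15 min after luciferase reagent; activity normalized to genistein (10 microM) and DMSO.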
# Eya2 phos inh = Eya2 (human) phosphatase inhibition; O00167; recombinant Eya2, OMFP fluorescence dephosphorylation (OMFP is methylfluorescein phosphate); Potency, µM (highest dose often 76.9 µM), inactives show at the highest dose activity, negative = inhibition, actives largely listed as inhibitors; 330,000 tested, 0.006% active; AID 488837; further: potency means the concentration at half of the fitted maximal effect; on the % scale 0 is the no-effect control and ±100 the full control effect
#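 Eya2 protein (added as 0.2 uM solution) was preincubated with compound for 10 min at ambient temperature in 50 mM HEPES pH 7.5, 50 mM NaCl, 5 uM MgCl2, 0.05% BSA, 1 mM DTT. OMFP (added at 50 uM) then reacted 10 min; fluorescence read at 485/525 nm.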
# TRPV1 agonist = activates the human vanilloid receptor TRPV1. TRPV1-expressing cells, Fluo-8 calcium influx, agonist mode. AID 540275. 320,000 tested, 0.19% active. activation, % at 8.33 µM. Q8NER1; in the data active means activation above about 80%; inconclusive means between about 30% and that limit; further: 0% is about no effect
#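 Fluo-8 calcium influx in TRPV1-expressing cells, kinetic read (ex 480/em 520 nm). Compound added and read 3 min for agonist activity, followed by capsaicin at EC20 final and 2 min further read for enhancement.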
# USP2a inh = blocks human ubiquitin-specific protease USP2a | O75604 | USP2 core, Ub-CHOP2 coupled fluorogenic reporter, 485/531 | Potency, µM (doses to about 38.3 µM), without a hit: at the highest dose activity change, negative = inhibition, most hits filed as inhibitors | 330,000 tested, 0.01% active | AID 463254;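 further: potency means the concentration at half of the fitted maximal effect; plate controls were DMSO wells for no effect and full inhibition by NEM control for full effect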
#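 USP2 core (10nM final) preincubated 30min RT with compound in 20mM Tris-HCl pH 8.0, 2mM CaCl2, 2mM beta-mercaptoethanol, 0.05% CHAPS; 25nM Ub-CHOP2 plus 25nM reporter substrate added, fluorescence (Ex485/Em531) read after 60min.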
# S-ASM inh = human S-ASM enzyme inhibition | 340,000 tested, 0.006% active | AID 504937 | Potency, µM (series often up to 57.5 µM), inactives show top-dose activity change, negative = inhibition, hits mostly inhibitors | P17405 | placental ASM, HMU-PC fluorogenic substrate, 60 min; further: potency means the concentration at half of the fitted maximal effect
# Target sequence (P17405 47-631 limits assumed): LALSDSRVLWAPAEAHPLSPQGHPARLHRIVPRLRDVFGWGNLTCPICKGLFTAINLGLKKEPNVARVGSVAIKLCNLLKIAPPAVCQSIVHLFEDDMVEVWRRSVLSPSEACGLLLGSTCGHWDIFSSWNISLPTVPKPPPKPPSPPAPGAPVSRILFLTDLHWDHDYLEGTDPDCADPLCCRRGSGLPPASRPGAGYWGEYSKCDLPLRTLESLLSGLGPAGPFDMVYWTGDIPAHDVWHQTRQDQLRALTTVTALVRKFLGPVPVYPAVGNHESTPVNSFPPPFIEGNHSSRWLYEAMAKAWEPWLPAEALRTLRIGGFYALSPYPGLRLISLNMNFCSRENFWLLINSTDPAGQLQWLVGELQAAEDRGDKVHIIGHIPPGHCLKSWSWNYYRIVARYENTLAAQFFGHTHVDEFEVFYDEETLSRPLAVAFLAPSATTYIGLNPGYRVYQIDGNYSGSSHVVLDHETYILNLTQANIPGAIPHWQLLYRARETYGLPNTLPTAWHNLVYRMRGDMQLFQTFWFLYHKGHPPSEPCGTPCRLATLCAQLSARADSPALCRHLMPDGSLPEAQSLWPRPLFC
#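 Fluorescence read-out (Ex 386 nm, Em 447 nm) after stopping the reaction at pH 10. Enzyme: ASM from human placenta; substrate HMU-PC0, 9 uM final; 60 min, 37 °C. Compound preincubation 10 min, ambient temperature.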
# uPA generation = inhibitors of cell surface uPA generation. Potency, µM (series often up to 38.3 µM), without a hit: top-dose activity change, negative = inhibition, hits mostly inhibitors. AID 540303. cell surface uPA generation assay, qHTS. 330,000 tested, 0.31% active; active means well fitted inhibition curve with a large enough effect; inconclusive means small, poorly fitted or top-dose-only effect; inactive means no such curve, though single readings can be large or run the other way; tested in mouse RAW 264.7 cells; further: potency means the concentration at half of the fitted maximal effect; on the % scale 0 is the no-effect control and ±100 the full control effect; nearly all actives have a fitted effect of over 55% in size
# p53 reactivation = re-activators of mutant p53 | H1299 p53-A138V BP100-luciferase reporter, luminescence, 24 h | Potency, µM (highest dose often 92.2 µM), for the others: at the highest dose activity change, positive = activation, actives largely listed as activators | 320,000 tested, 0.063% active; further: potency means the concentration at half of the fitted maximal effect; % of control where 0% means no effect; nearly all actives have a fitted effect of over 45% in size
#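 H1299 (p53-null), stable ts p53-A138V + BP100-Luc; 1000 cells/well, Opti-MEM/10% FBS; cpd 4 pt, 1:5; 24 h, 37 deg C, 5% CO2; detection reagent 10 min RT; luminescence.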
# TSG101-PTAP inh = blocks PTAP/TSG101 interaction to inhibit HIV-1 budding; 340,000 tested, under 10 active; Q99816; Fluorescence polarization, FITC-PTAP peptide / Tsg101 binding; Potency, µM (doses to about 115 µM), inactives show top-dose activity change, negative = inhibition, usual class: inhibitors; active means well fitted inhibition curve with a large enough effect in the main read-out, with a control signal flat, not every such curve was filed as active; inconclusive means small, poorly fitted or top-dose-only effect, or effect the other way, or a change in a side signal; inactive means no such curve, though single readings can be large or run the other way; further: potency means the concentration at half of the fitted maximal effect; % of control where 0% means no effect
# Target sequence (Q99816 whole entry, looked up): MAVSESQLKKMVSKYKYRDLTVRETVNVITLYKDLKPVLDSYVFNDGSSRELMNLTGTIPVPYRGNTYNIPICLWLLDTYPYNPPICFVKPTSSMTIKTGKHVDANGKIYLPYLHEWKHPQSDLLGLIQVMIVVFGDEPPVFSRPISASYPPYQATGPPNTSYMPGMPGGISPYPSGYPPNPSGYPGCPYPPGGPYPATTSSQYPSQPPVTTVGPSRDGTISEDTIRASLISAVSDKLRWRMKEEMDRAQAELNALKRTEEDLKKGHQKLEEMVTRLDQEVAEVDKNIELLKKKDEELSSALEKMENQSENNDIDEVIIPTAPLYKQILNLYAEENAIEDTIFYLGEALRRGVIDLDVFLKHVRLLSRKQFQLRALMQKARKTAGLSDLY
#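 Fluorescence anisotropy tracks displacement of a FITC-tagged PTAP peptide (50 nM) from the Tsg101 binding domain (10 uM), following a 20 min room-temperature incubation at pH 7.5.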
# B2AR arrestin = recruits beta-arrestin to the human beta2-adrenergic receptor; P07550; beta-arrestin recruitment to beta2AR, cell-based reporter; Potency, µM (titrated, usually from 46.1 µM), without a hit: at the top dose activation, usual class: activators; 330,000 tested, 0.02% active; AID 492947;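 further: potency means the concentration at half of the fitted maximal effect; 0% = DMSO controls and full agonism = EC100 isoproterenol or metaproterenol; nearly all actives have a fitted effect of over 65% in size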
# a7 integrin act = integrin-mediated muscular dystrophy alleviation activation | alpha7betagal myoblasts, beta-gal FDG fluorescence, 48 h | Potency, µM (titrated, usually from 38.3 µM), without a hit: top-dose activation, most hits filed as activators | 350,000 tested, 0.064% active | AID 624291;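 further: potency means the concentration at half of the fitted maximal effect; 100% = response of the positive control SU9516; nearly all actives have a fitted effect of over 60% in size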
#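 Alpha7betagal+/- myoblasts (passage 13) were plated 16-24 hr, then exposed to compounds (1:260 dilution of DMSO stock) for 48 hours at 37C. After MPER lysis, β-galactosidase reporter activity was read as FDG fluorescence (ex 480/em 540) after 30 minutes.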
# ELG1 genotoxic = induces genotoxicity in HEK293T cells with luciferase-tagged ELG1; HEK293T ELG1-luciferase reporter, luminescence, 16 h; Potency, µM (series often up to 46 µM), for inactives: at the highest dose activity change, positive = activation, usual class: activators; 330,000 tested, 1.3% active; AID 504466; further: potency means the concentration at half of the fitted maximal effect; % of control where 0% means no effect; nearly all actives have a fitted effect of over 60% in size
#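 HEK293T cells expressing luciferase-tagged ELG1 were exposed to compound or DMSO vehicle for 16 hr at 37 °C and 5% CO2. Luciferase activity was then measured with ONE-Glo after 30 min at room temperature.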
# * = called active by the depositor; ? = inconclusive; · = no result given; [ ] = dose if it differs, or a comment. Unless noted, the call rests on the fitted dose curve; in most records, active means well fitted curve in the direction sought with a large enough effect; inconclusive means small, poorly fitted or top-dose-only effect, or another doubt; inactive means no such curve, though single readings can be large; an effect the other way counts as inactive or inconclusive. No enrichment for hits; 2.6% or so of the library scored in one or more.
# The line under a structure holds: BRCA1 expr act, Eya2 phos inh, TRPV1 agonist, USP2a inh, S-ASM inh, uPA generation, p53 reactivation, TSG101-PTAP inh, B2AR arrestin, a7 integrin act, ELG1 genotoxic
> CCOC(=O)C1=C(C)NC(=O)NC1c1cccnc1 (configuration not stated)
→ 0%, 7%[15.4 µM], -1, 3%, 2%, 1%, 6%, -3%, 0.1%, -10%, 3%
> O=C1NCCCC1C(=O)N/N=C/c1ccccc1 (configuration not stated)
→ 19%, 19%, 1, 1%, -1%, 13%, 19%, -5%, 0.0%, -9%, -1%
> C=CCn1c(SCC(=O)N2CCOCC2)nc(O)c(Cc2ccccc2)c1=O
→ 2%, 33%, 0, 2%, -2%, 3%, 2%, 0%, -0.1%, 4%, -11%
> COc1ccc(CN=Cc2c(C(=O)O)[nH]c3ccccc23)cc1
→ -15%, -3%, 0, 2%, -1%, 2%, -1%, 1%, -0.3%, -9%, -1%
> COc1cccc2c1cc1c(=O)n(CC(=O)N3CCCC3)nc(C)n12
→ 5%, ·, ·, ·, 5%, 6%, ·, 6%, ·, -2%, ·
> CC1(C(=O)CSc2nc3ccccc3[nH]2)CCC(=O)O1 (configuration not stated)
→ 8%, 1%, 1, 1%, -2%, 9%, 19%, -2%, -0.2%, -6%, 6%
> COc1ccc(NC(=O)CSc2nnc(C3CC3)n2C)cc1
→ 0%, 14%, 0, -2%, 5%, 4%, 1%, 0%, -0.8%, -1%, 3%
> CCCC/C=C/C(NC(=O)c1ccc(C(=O)OC)cc1)c1ccccc1 (configuration not stated)
→ -8%, ·, ·, ·, -8%, 8%, ·, -2%, ·, 6%, ·
> COC(=O)N/C(C)=C1/NC(=O)c2ccccc2C(c2ccccc2)N1 (configuration not stated)
→ -15%, 18%, ?, -1%, 3%, 1%, -5%, -2%, -0.9%, 12%, 2%
> CN(C)C(=O)c1nc2ccc(Cl)cn2c1CN1CCN(c2ncccn2)CC1
→ -11%, 1%, -1, 3%, 6%, 13%, 2%, -1%, 0.1%, -8%, -4%
> Cc1cc2c(cc1S(=O)(=O)N(C)Cc1ccccc1)n(C)c(=O)c(=O)n2C
→ -7%, 11%, 0, 0%, -1%, 4%, ·, -4%, 0.4%, 0%, 7%
> CCOC(=O)Cn1ccc(NC(=O)c2ccc(F)cc2)n1
→ 8%, 1%, 1, -2%, 3%, -2%, 12%, -2%, -0.4%, -6%, 0%
> CCSc1nnc(NC(=O)CSc2nncc(=O)n2N)s1
→ -1%, -17%, -1, 0%, 1%, -6%, 2%, -4%, -0.2%, 0%, -4%
> CNC(=O)c1cccn1-c1ccsc1C(=O)OC
→ 11%, 21%, -2, -1%, 1%, 1%, -1%, -4%, 0.2%, 23%, -1%
> CCn1c(CNC(=O)c2ccccc2Br)nnc1SCC(=O)Nc1nncs1
→ -14%, -13%, 5, -1%, -2%, 5%, 2%, -1%, ?, 0%, -12%

# Some of these compounds in order of their number in S-ASM inh, lowest first:
Structure,S-ASM inh
CCn1c(CNC(=O)c2ccccc2Br)nnc1SCC(=O)Nc1nncs1,-2%
CNC(=O)c1cccn1-c1ccsc1C(=O)OC,1%
COC(=O)N/C(C)=C1/NC(=O)c2ccccc2C(c2ccccc2)N1 (configuration not stated),3%

# Continued.
# The line under a structure holds: BRCA1 expr act, Eya2 phos inh, TRPV1 agonist, USP2a inh, S-ASM inh, uPA generation, p53 reactivation, TSG101-PTAP inh, B2AR arrestin, a7 integrin act, ELG1 genotoxic
> O=C(c1ccc(Cl)c(S(=O)(=O)N2CCOCC2)c1)N(Cc1ccco1)Cc1cccs1
→ -37%, 26%, 17, 0%, 0%, 1.1µM*, -10%, 1%, 0.3%, -12%, -10%
> Cc1ccc(NC(=O)O/N=C/c2c(C)nn(C(C)(C)C)c2C)cc1Cl
→ ?, 9%, -5, 2%, -8%, -7%, -13%, 0%, -0.3%, 35%, -12%
> O=C(COC(=O)CNC(=O)c1ccc(-c2ccccc2)cc1)NCc1ccco1
→ -12%, -3%, 0, -2%, -1%, -1%, -1%, 0%, 0.5%, 9%, 2%
> CCCn1cc(SCC(N)=O)c2ccccc21
→ -2%, 3%, -4, 2%, 0%, -4%, 0%, -5%, 3.3%, -13%, 0%
> CSCSC1=C(C#N)C(c2ccccc2Cl)C(C(C)=O)=C(C)N1 (configuration not stated)
→ -8%, 2%, 13, 3%, 9%, -13%, -4%, 0%, 0.1%, -27%, -7%
> CCOc1ncccc1C(=O)NCc1ccccc1F
→ 4%, 1%, -1, 2%, 1%, -15%, -3%, -8%, -0.7%, 17%, 2%
> COc1ccccc1NC(C)=O
→ 10%, 28%, -2, 1%, 4%, 4%, 0%, -1%, -0.5%, -4%, 5%
> CC(=O)Nc1ccc(C(=O)NC(CC(=O)O)c2ccc(Cl)cc2)cc1 (configuration not stated)
→ 3%, 0%, 4, 0%, 1%, ·, 1%, -5%, -0.4%, 10%, -6%
> CN(C)/C=C(/C(=O)c1ccc(Cl)c(Cl)c1)c1nnnn1-c1ccccc1
→ -6%, 12%, 9, -1%, -2%, -5%, 11%, 0%, -0.8%, 6%, -2%
> C=CCc1ccccc1OCC(=O)OCCNC(=O)c1cccnc1
→ -10%, 3%, -2, -1%, 0%, 3%, -9%, -4%, -1.0%, -21%, 0%
> CCOc1cc(NC(=O)Nc2ccc(F)cc2)c(OCC)cc1NC(=O)CC
→ -18%, -10%, 22, 2%, -1%, 8%, 3%, 0%, -0.7%, -7%, 0%
> N#C/C(C(=O)NCc1ccco1)=C1/SC(Cc2ccc(F)cc2)C(=O)N1c1ccccc1 (configuration not stated)
→ -8%, -6%, -4, 2%, 0%, 4%, -7%, -3%, -0.9%, -3%, 0%
> CCC(C)(C(=O)NC1CCCC1)N(C)C(=O)Cc1c[nH]c2ccccc12 (configuration not stated)
→ -12%, -8%, 3, 0%, 1%, 1%, -3%, -5%, 0.0%, 11%, 0%
> O=C(O)/C=C/C(=O)Nc1ccc(F)cc1F
→ 14%, -2%, 2, -1%, -3%, -4%, -1%, 2%, -0.1%, 4%, 0%
> O=C(CNC(=O)C12CC3CC(CC(C3)C1)C2)N1CCN(S(=O)(=O)/C=C/c2ccccc2)CC1
→ -22%, -2%, 0, 1%, -2%, -3%, -7%, -4%, -1.2%, -22%, -5%
> Cc1snc(SCC(=O)c2ccc(F)cc2)c1C#N
→ 8.9µM*, -1%, ?, -1%, -1%, -1%, 22%, 1%, 0.5%, -2%, 10%
> CN(C)Cc1c(O)ccc2cc(-c3nc4ccccc4n3C)c(=O)oc12
→ 13µM*, 7%, 9, 5%, ·, 0%, 28%, -15%, -0.1%, -20%, ?
> O=C(O)c1cccc(N2C(=O)CSC2c2c(F)cccc2Cl)c1 (configuration not stated)
→ -3%, 1%, 0, 4%, 3%, 6%, 6%, -1%, -0.2%, 7%, 1%
> Cc1cccc(C(=O)Nc2ccc(N3CCN(C(=O)c4ccco4)CC3)cc2)c1
→ -6%, 18%, 0, 3%, -3%, 3%, -6%, -7%, -0.5%, 19%, -17%
> CCOC(=O)c1c(NC(=O)c2cnn3c2NC(c2cccc(OC)c2)CC3C(F)(F)F)sc2c1CCCC2 (configuration not stated)
→ -16%, 5%, 0, 0%, 3%, 1%, 7%, -2%, -1.0%, 4%, 1%
> COc1cc(C(=O)NCc2nnc(SCC(=O)N3CCCCCC3)o2)cc(OC)c1OC
→ 19%, 4%, -3, -3%, 0%, 3%, -5%, -2%, -0.8%, 44%, 1%
> CCOC(=O)N1CCN(C(=O)CSc2ccc3nnc(CCNC(=O)c4ccccc4)n3n2)CC1
→ 3%, 5%, 3, 1%, 1%, 1%, -2%, 0%, -0.2%, 11%, -6%

# A few values from the list:
# `CN(C)Cc1c(O)ccc2cc(-c3nc4ccccc4n3C)c(=O)oc12` – a7 integrin act: -20%
# `Cc1cccc(C(=O)Nc2ccc(N3CCN(C(=O)c4ccco4)CC3)cc2)c1` – ELG1 genotoxic: -17%
# `O=C(O)c1cccc(N2C(=O)CSC2c2c(F)cccc2Cl)c1` (configuration not stated) – USP2a inh: 4%
# `CCOC(=O)c1c(NC(=O)c2cnn3c2NC(c2cccc(OC)c2)CC3C(F)(F)F)sc2c1CCCC2` (configuration not stated) – B2AR arrestin: -1.0%
# `COc1cc(C(=O)NCc2nnc(SCC(=O)N3CCCCCC3)o2)cc(OC)c1OC` – S-ASM inh: 0%
# `CCOC(=O)N1CCN(C(=O)CSc2ccc3nnc(CCNC(=O)c4ccccc4)n3n2)CC1` – a7 integrin act: 11%

# Bioassay records deposited in PubChem by National Center for Advancing Translational Sciences (NCATS).
